Screening results deposited in PubChem BioAssay by several laboratories.
KLF5 inh – suppresses KLF5 promoter-driven expression. DLD-1 KLF5 promoter-luciferase reporter, luminescence. inhibition, % at 5 µM. 290,000 tested, 0.23% active;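 active means inhibition above a per-plate limit of that plate's mean compound inhibition plus 3 SD, cut at about 60% in these data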;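 further: 0% = DMSO wells and 100% = LY294002 at 200 µM; higher means less KLF5 promoter-driven luciferase light; inactives centre near -14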
aSyn 5UTR inh – 5' untranslated region of α-synuclein, MLPCN primary screen; alpha-synuclein 5'UTR reporter, inhibitor activity; inhibition, % (tested at 7.5 µM); 300,000 tested, 0.82% active; in the data active means inhibition above about 60%;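 further: H4 neuroglioblastoma cells stably carrying SNCA 5'UTR luciferase fusion; 0% = DMSO wells and 100% = positive control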
HIF act – HIF pathway transcriptional activation; U2OS HRE-luciferase reporter, luminescence; normalized: DMSO 0%, desferrioxamine 100%; activation, % at 7.5 µM (by protocol); 300,000 tested, 0.32% active; AID 1910;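 active means mean activation of at least 10% of the iron chelator positive control signal, with at least half of replicates also reaching 10%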
HSP90 refold inh – blocks HSP90-mediated luciferase refolding in reticulocyte lysate. Rabbit reticulocyte lysate, luciferase refolding luminescence, 3 h. inhibition, % at 5.6 µM. 290,000 tested, 0.91% active. AID 1789;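 active means inhibition above the screen-wide mean plus 3 SD, computed separately per campaign, cut at about 16% in these data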;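 further: 0% = DMSO wells and 100% = 60 µM geldanamycin wells; inhibitors lower the luminescence because luciferase stays unfolded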
HSF-1 act – increases HSF-1 driven luciferase reporter signal; NIH3T3-HGL HSF-1 luciferase reporter, MG132, 8 h; 100% = twice DMSO control signal; AID 504408; activation, % at 9 µM; 300,000 tested, 1.7% active;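 active means mean replicate activation of at least 50% with a set share of replicates each reaching 50%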;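 further: 0% = median of the neutral control wells and 100% = twice that signal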
IEC-6 tox – counter-screen for KLF5 inhibitors: cytotoxicity in IEC-6 cells | inhibition, % at 5 µM | AID 1825 | IEC-6 cytotoxicity, luminescence viability | 290,000 tested, 0.78% active; in the data active means inhibition above about 22%;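 further: 0% = plate median of test compound wells and 100% = cytotoxic reference compound wells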
HDAC3 inh – inhibitors of human histone deacetylase 3 | inhibition, % at 8.3 µM | recombinant HDAC3, fluorogenic peptide/trypsin coupled, fluorescence | 320,000 tested, 0.15% active; in the data active means inhibition above about 26%, passing the limit was not always enough
Target sequence (O15379 whole entry, looked up): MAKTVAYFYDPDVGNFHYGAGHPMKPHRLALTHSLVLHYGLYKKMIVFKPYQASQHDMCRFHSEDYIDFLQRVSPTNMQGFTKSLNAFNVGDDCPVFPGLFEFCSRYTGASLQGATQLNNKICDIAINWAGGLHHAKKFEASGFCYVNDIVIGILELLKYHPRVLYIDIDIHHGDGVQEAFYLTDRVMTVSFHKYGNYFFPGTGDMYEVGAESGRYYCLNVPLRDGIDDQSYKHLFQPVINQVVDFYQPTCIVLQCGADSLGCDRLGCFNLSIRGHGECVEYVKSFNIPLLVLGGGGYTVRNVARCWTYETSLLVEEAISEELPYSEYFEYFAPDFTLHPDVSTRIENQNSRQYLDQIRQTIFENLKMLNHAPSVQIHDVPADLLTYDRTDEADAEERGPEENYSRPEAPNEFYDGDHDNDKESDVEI
Platelet DG rel – platelet dense granule release activity; inhibition, %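 (compounds screened at 7.5 µM in platelet-rich plasma)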; 300,000 tested, 0.22% active; AID 1663; human platelet-rich plasma, SFLLRN dense granule ATP release, luminescence;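 active means mean replicate score, as percent of positive control, at or above 50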
HSF1 inh – HSF1 inhibition | AID 2098 | NIH3T3-HGL HSE-luciferase, MG132-induced, luminescence 8 h; hits give low values | 300,000 tested, 0.77% active | activity change, negative = inhibition, % at 7.5 µM (by protocol);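 active means more than half of replicate wells show activity change below -50%, luminescence cut by over half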;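 further: luciferase reports HSF-1 transcriptional activity via heat shock element; 0% = median of DMSO wells and -100% = zero luminescence signal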
AI-2 QS mod – modulates the Vibrio harveyi AI-2 quorum sensing system; 300,000 tested, 0.4% active; Vibrio harveyi JMH597 AI-2 luminescence/OD600 ratio, 9 h; hits give low values; strain lacks LuxN and CqsS sensors; 0 = neutral-control median; activity change, % at 7.5 µM; in the data active means activity change below about -75%, passing the limit was not always enough;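 further: luminescence divided by OD600 gain over 9 h not by final OD600 alone; inactives centre near 13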
An asterisk follows results filed as active; nt = no result given; & = joins results of further samples.

| No. | SMILES | KLF5 inh | aSyn 5UTR inh | HIF act | HSP90 refold inh | HSF-1 act | IEC-6 tox | HDAC3 inh | Platelet DG rel | HSF1 inh | AI-2 QS mod |
| --- | --- | --- | --- | --- | --- | --- | --- | --- | --- | --- | --- |
| 1 | C[C@@H]1C[C@H]2[C@@H]3C[C@H](F)C4=CC(=O)C(Cl)=C[C@]4(C)[C@@]3(F)[C@@H](O)C[C@]2(C)[C@@]1(O)C(=O)CO | -12 | 5 | -0.9 | 2 | -53 | 19 | -1 | 3 | -50* | 15 |
| 2 | COc1cc(C)nc(-n2nc(C)cc2OC)n1 | -8 | -19 | -0.4 | -3 | -6 | 3 | -9 | -5 | -1 | 17 |
| 3 | CC(=O)N(CC(O)CO)c1c(I)c(C(=O)NCC(O)CO)c(I)c(C(=O)NCC(O)CO)c1I (centres undefined) | nt | -3 | 0.2 | nt | -16 | nt | 0 | -2 | 2 | 15 |
| 4 | CC(C)(C(=O)c1cccnc1)c1cccnc1 | nt | -11 | -0.4 | nt | -16 | nt | 1 | -2 | -1 | -7 |
| 5 | CC1(C)Oc2ccc(C#N)cc2[C@@H](N2CCCC2=O)[C@@H]1O | -7 | 15 | -0.4 | -1 | -4 | -5 | -1 | 2 | 2 | 27 |
| 6 | COc1ccc(Sc2ccc(NC(=O)c3ccccc3Cl)cc2C#N)cc1 | -8 | -12 | 0.4 | -3 | 6 | 2 | 5 | 13 | -2 | 0 |
| 7 | C/C=C(/C)C(=O)O[C@@H]1c2cc3c(c4c2[C@@]2(CO4)C(=O)C(OC)=C(OC)C=C2C[C@@H](C)[C@H]1C)OCO3 | nt | -14 | -1.7 | nt | 0 | nt | -4 | -7 | -1 | 14 |
| 8 | CCCc1cc(C(N)=S)ccn1 | 9 | 21 | 0.1 | 3 | -11 | -6 | 6 | -2 | -9 | 11 |
| 9 | CN=C(N)NC(=O)Nc1c(C)cccc1C | -17 | -11 | 0.1 | -1 | 7 | -7 | 3 | 3 | -4 | 0 |
| 10 | COc1ccc(S(=O)(=O)Nc2nnc(CC(C)C)s2)cc1 | -24 | 8 | -0.1 | -2 | -3 | 2 | 1 | 7 | -6 | 43 |
| 11 | C[C@]12CC[C@H]3C(=CCc4cc(O)ccc43)[C@@H]1CCC2=O | -53 | -43 | 1.5 | 0 | 5 | 5 | -6 | 11 | 8 | 6 |
| 12 | CCN(CC)S(=O)(=O)c1ccc(C(=O)O)cc1 | -3 | -13 | -0.1 | -5 | -7 | -2 | 5 | -10 | -2 | 30 |
| 13 | O=C(NCCN1CCOCC1)c1ccc(Cl)cc1 | -32 | 10 | -0.1 | -2 | -11 | -3 | 0 | -4 | -2 | 20 |
| 14 | CN(CCOc1ccc(NS(C)(=O)=O)cc1)CCc1ccc(NS(C)(=O)=O)cc1 | -4 | -26 | -0.3 | 0 | -16 | -3 | 1 | 7 | -2 | 24 |
| 15 | COc1cc(C(=O)NCCCCCC(=O)O)cc(OC)c1OC | -9 | -19 | -0.3 | 3 | 10 | -2 | 0 | -3 | 0 | 20 |

Some of the entries so far, in transposed form.
1	C[C@@H]1C[C@H]2[C@@H]3C[C@H](F)C4=CC(=O)C(Cl)=C[C@]4(C)[C@@]3(F)[C@@H](O)C[C@]2(C)[C@@]1(O)C(=O)CO
2	COc1cc(C)nc(-n2nc(C)cc2OC)n1
3	CC(=O)N(CC(O)CO)c1c(I)c(C(=O)NCC(O)CO)c(I)c(C(=O)NCC(O)CO)c1I (centres undefined)
4	CC(C)(C(=O)c1cccnc1)c1cccnc1
5	CC1(C)Oc2ccc(C#N)cc2[C@@H](N2CCCC2=O)[C@@H]1O
6	COc1ccc(Sc2ccc(NC(=O)c3ccccc3Cl)cc2C#N)cc1
7	C/C=C(/C)C(=O)O[C@@H]1c2cc3c(c4c2[C@@]2(CO4)C(=O)C(OC)=C(OC)C=C2C[C@@H](C)[C@H]1C)OCO3
8	CCCc1cc(C(N)=S)ccn1
assay / entry,1,2,3,4,5,6,7,8
KLF5 inh,-12,-8,nt,nt,-7,-8,nt,9
aSyn 5UTR inh,5,-19,-3,-11,15,-12,-14,21
HIF act,-0.9,-0.4,0.2,-0.4,-0.4,0.4,-1.7,0.1
HSP90 refold inh,2,-3,nt,nt,-1,-3,nt,3
HSF-1 act,-53,-6,-16,-16,-4,6,0,-11
IEC-6 tox,19,3,nt,nt,-5,2,nt,-6
HDAC3 inh,-1,-9,0,1,-1,5,-4,6
Platelet DG rel,3,-5,-2,-2,2,13,-7,-2
HSF1 inh,-50*,-1,2,-1,2,-2,-1,-9
AI-2 QS mod,15,17,15,-7,27,0,14,11

9	CN=C(N)NC(=O)Nc1c(C)cccc1C
10	COc1ccc(S(=O)(=O)Nc2nnc(CC(C)C)s2)cc1
11	C[C@]12CC[C@H]3C(=CCc4cc(O)ccc43)[C@@H]1CCC2=O
12	CCN(CC)S(=O)(=O)c1ccc(C(=O)O)cc1
13	O=C(NCCN1CCOCC1)c1ccc(Cl)cc1
assay / entry,9,10,11,12,13
KLF5 inh,-17,-24,-53,-3,-32
aSyn 5UTR inh,-11,8,-43,-13,10
HIF act,0.1,-0.1,1.5,-0.1,-0.1
HSP90 refold inh,-1,-2,0,-5,-2
HSF-1 act,7,-3,5,-7,-11
IEC-6 tox,-7,2,5,-2,-3
HDAC3 inh,3,1,-6,5,0
Platelet DG rel,3,7,11,-10,-4
HSF1 inh,-4,-6,8,-2,-2
AI-2 QS mod,0,43,6,30,20

Following part.
| No. | SMILES | KLF5 inh | aSyn 5UTR inh | HIF act | HSP90 refold inh | HSF-1 act | IEC-6 tox | HDAC3 inh | Platelet DG rel | HSF1 inh | AI-2 QS mod |
| --- | --- | --- | --- | --- | --- | --- | --- | --- | --- | --- | --- |
| 16 | COc1cc2c(c(OC)c1OC)-c1c(cc(OC)c(OC)c1OC)C[C@H](C)[C@H](C)C2 | nt | 13 | -1.3 | nt | 24 | nt | 7 | 5 | 14 | 12 |
| 17 | COc1cc(NC(=O)c2cc(C3CC3)on2)c(OC)cc1Cl | -6 | -15 | -0.2 | -2 | 11 | -1 | nt | 1 | 6 | -5 |
| 18 | CN1CCN(c2c(F)cc3c(=O)c(C(=O)O)cn4c3c2SCC4)CC1 | -81&-13 | 5&-9 | -0.3&-0.3 | 4&4 | -3&-13 | -2&-1 | -28&-14 | 17&-5 | -4&2 | 20&20 |
| 19 | Nc1ncnc(Nc2ccccc2)n1 | nt | -35 | 0.2 | nt | 3 | nt | -6 | -4 | -1 | -4 |
| 20 | COc1c(O)cc2c(c1O)[C@@H]1O[C@H](CO)[C@@H](O)[C@H](O)[C@H]1OC2=O | -29 | 6 | -1.2 | 1 | -1 | -2 | 5 | -6 | -4 | 12 |
| 21 | CCOC(=O)Nc1ccc2c(c1)N(C(=O)CCN1CCOCC1)c1ccccc1S2 | -17&-49 | 21&-15 | -23&0.3 | 1&3 | 5&3 | 1&-1 | 1 | -8&-1 | 1&8 | 8&25 |
| 22 | Oc1cc2c(cc1O)C1c3ccc(O)c(O)c3OCC1(O)C2 (centres undefined) | -26 | nt | nt | -1 | nt | -6 | -2 | nt | nt | nt |
| 23 | CCOc1ccc(NC(=S)N2CCC(C(O)(c3ccccc3)c3ccccc3)CC2)cc1 | 7 | -11 | 0.4 | -1 | 28 | 6 | 6 | -1 | 12 | 25 |

Not all compounds are listed; the hit share may differ from the screen's.
